High-throughput results (PubChem)
Tat transport – blocks Tat-dependent protein export in E. coli | E. coli MC4100 TorA-mCherry Tat export, fluorescence | inhibition, % at 10 µM | 0.036% of 340,000 active | AID 488895;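 active means mean replicate inhibition at least 50% and at least half of replicates individually reaching 50%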;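 further: exported cargo escapes ClpAP degradation while cytoplasmic cargo is degraded and loses fluorescence; 0% = median of neutral control wells and 100% = median of NaSCN control wells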
phage Ecoli inh – E. coli growth loss with phage present; growth absorbance; inhibition, % at 11.9 µM; 0.26% of 360,000 active; in the data active means inhibition above about 11%
PKA-R2B activ – activates the human PKA-R2B holoenzyme complex. P22694+P31323. PKA-R2B holoenzyme dissociation, Cy5-IP20 fluorescence polarization; R2B truncated from residue 108, S112A mutant; 0% DMSO only, 100% 113 µM cGMP. activation, % at 11.4 µM. 0.079% of 340,000 active. AID 504700;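 active means activation above a cutoff set at the mean over all compounds plus 3 SD, cut at about 18% in these data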;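 further: higher means more holoenzyme dissociation and a rise in polarization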
Target sequence (P31323 whole entry, looked up, other chains not shown, the tested form may be a part): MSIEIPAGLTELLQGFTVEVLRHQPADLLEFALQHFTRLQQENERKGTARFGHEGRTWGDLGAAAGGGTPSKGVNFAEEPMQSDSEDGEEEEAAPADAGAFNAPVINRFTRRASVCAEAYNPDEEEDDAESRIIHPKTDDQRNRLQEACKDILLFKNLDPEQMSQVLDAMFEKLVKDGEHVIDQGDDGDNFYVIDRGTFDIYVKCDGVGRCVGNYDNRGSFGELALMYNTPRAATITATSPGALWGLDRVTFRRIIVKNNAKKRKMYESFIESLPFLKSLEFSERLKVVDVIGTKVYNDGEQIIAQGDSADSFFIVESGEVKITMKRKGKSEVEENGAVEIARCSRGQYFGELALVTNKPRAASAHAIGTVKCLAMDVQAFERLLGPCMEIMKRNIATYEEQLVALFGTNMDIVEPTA
Ecoli viability – reduces bacterial viability in AddAB counter-screen; 0.27% of 330,000 active; inhibition, % at 11.9 µM; E. coli V3065 growth, OD600 absorbance, 18 h; AID 449728;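 active means inhibition above the campaign's mean inhibition across all tested compounds plus 3 SD, cut at about 9.9% in these data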;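 further: uninfected addAB+ strain grown without phage in ampicillin broth; 0% = DMSO wells and 100% = ciprofloxacin 0.95 µg/ml wells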
PfHsp90 yeast 2 – growth inhibition of yeast expressing Plasmodium Hsp90; 0.32% of 310,000 active; S. cerevisiae expressing PfHsp90, BacTiter-Glo ATP, 48 h; yeast lacking PDR1 and PDR3 efflux regulators; AID 504621; inhibition, % at 9.4 µM;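 active means every replicate shows inhibition above about 80%, whatever the replicate mean, limit read from the data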;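 further: 0% = DMSO neutral controls and 100% = 20 µM radicicol positive controls; yeast relying on Plasmodium falciparum Hsp90 in place of its own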
PKA-R1A act – activators of PKA-R1A complex | 0.083% of 340,000 active | PKA-R1A dissociation, Cy5-IP20 fluorescence polarization; scaled: DMSO 0%, 113 µM cGMP 100% | activation, % at 11.4 µM | P00514+P68181;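 active means percent activation above the mean of all tested compounds plus 3 SD, cut at about 19% in these data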;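 further: higher means more PKAc released from R1A so a rise in polarization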
Mot1-301 SUMO – blocks SUMOylation pathway, rescuing yeast Mot1-301 growth. AID 2716. S. cerevisiae Mot1-301 growth rescue, ATP luminescence, 38.5C; percent above DMSO median, 100 means doubled. growth rescue, % at 18.8 µM. 1% of 320,000 active;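 active means every valid replicate shows activation above 250% relative to neutral control wells; inactive means the rest, any valid replicate at or below 250%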;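 further: OY570 slx delta 5 strain wells were the positive control but not used for scaling; some compounds called inactive have numbers as strong as hits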
AddAB inh – less growth of phage-infected E. coli with AddAB; E. coli expressing H. pylori AddAB, absorbance growth; inhibition, % at 11.9 µM; 0.29% of 330,000 active; in the data active means inhibition above about 12%;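 further: 0% = vehicle wells of infected cells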
OPRM1-OPRD1 ag – agonists of human mu-delta opioid receptor heterodimerization | activation, % at 9.3 µM | 0.3% of 340,000 active | cells, OPRM1-OPRD1 heterodimerization, luminescence | P35372+P41143; in the data active means activation above about 18%;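 further: 0% = vehicle-treated cells and 100% = reference agonist; values of inactives mirror those of a sister screen read the other way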
HTR5A inv ctr – inverse agonist of human HTR5A in OPRM1-OPRD1 counter-screen | 0.083% of 340,000 active | AID 504634 | P47898 | HTR5A cell line, luminescence, inverse agonism | inhibition, % at 9.3 µM; in the data active means inhibition mostly above about 23%, no sharp cut-off; inactive means mostly below about 18%;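 further: 0% = cells with DMSO and 100% = no-cell wells with DMSO; some compounds called inactive have numbers as strong as hits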
Target sequence (P47898 whole entry, looked up): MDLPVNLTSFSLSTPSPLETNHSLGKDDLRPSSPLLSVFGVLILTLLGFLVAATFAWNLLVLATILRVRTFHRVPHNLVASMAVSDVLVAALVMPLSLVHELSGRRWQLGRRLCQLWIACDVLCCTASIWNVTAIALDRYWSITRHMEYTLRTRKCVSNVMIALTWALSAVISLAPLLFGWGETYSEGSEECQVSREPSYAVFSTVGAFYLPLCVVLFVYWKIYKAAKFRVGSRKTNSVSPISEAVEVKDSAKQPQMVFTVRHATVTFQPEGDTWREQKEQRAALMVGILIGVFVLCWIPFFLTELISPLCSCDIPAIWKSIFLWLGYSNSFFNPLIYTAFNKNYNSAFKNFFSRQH
MOR-DOR inv ag – inverse agonists of human mu-delta opioid receptor heterodimerization. P35372+P41143. cell-based MOR-DOR heterodimer luminescence, inverse agonism. inhibition, % at 9.3 µM. 0.21% of 340,000 active. AID 504357; in the data active means inhibition above about 22%, passing the limit was not always enough;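 further: 0% = cells with DMSO and 100% = wells without cells with DMSO; values of inactives mirror those of a sister screen read the other way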
The depositor's hits bear a star; · = no result given; + = active, no number.

cpd | Compound | Tat transport | phage Ecoli inh | PKA-R2B activ | Ecoli viability | PfHsp90 yeast 2 | PKA-R1A act | Mot1-301 SUMO | AddAB inh | OPRM1-OPRD1 ag | HTR5A inv ctr | MOR-DOR inv ag
1 | COc1ccccc1NC(=O)CN(Cc1ccco1)C(=O)c1ccc(=O)[nH]c1 | -3 | 2.4 | 4 | -0.5 | 8 | -11 | 426 | 0.3 | -0.9 | 1 | 5
2 | CCc1nc2sc3ccccc3c(=O)c2c(=O)n1Cc1ccco1 | 11 | -0.5 | -2 | 0.6 | -80 | -8 | -9 | 1.9 | -0.3 | -14 | 2
3 | O=S(=O)(N1CCCCC1)N1CCN(CC(O)COc2ccc3cc(Br)ccc3c2)CC1 (stereo not drawn) | -5 | 2.1 | 1 | -1.1 | · | -17 | 48 | 0.2 | 5.2 | -21 | -26
4 | Cc1ccc(C(=O)Oc2cc(N)n(S(=O)(=O)c3ccc(C)cc3)n2)cc1 | 1 | 0.8 | -15 | -2.1 | 17 | -11 | 15 | -0.2 | 1.3 | -1 | -8
5 | CCOc1ccc(NC(=O)/C=C/c2ccc(OC)cc2)c([N+](=O)[O-])c1 | 0 | 0.9 | -3 | 0.9 | 10 | -2 | 29 | -0.2 | -1.5 | -14 | 8
6 | O=S(=O)(NCCC1=CCCCC1)c1ccc(OC(F)(F)F)cc1 | 15 | 2.9 | -7 | -1.2 | · | -5 | -15 | -2.2 | 1.7 | -18 | -9
7 | COc1ccc(-n2nc(C(=O)NCC(=O)NCc3ccco3)c3ccccc3c2=O)c(OC)c1 | -1 | 4.0 | 4 | 1.4 | -5 | 9 | 3 | 1.5 | 1.0 | -20 | -6
8 | C=CCOc1c(CNc2cccc(C(=O)O)c2)cccc1OCC | -7 | 2.0 | 3 | -0.1 | -12 | 5 | -7 | -1.5 | -0.1 | -31 | 0
9 | Cn1c(=O)c(C(=O)N2CCc3ccccc32)cc2cccnc21 | 1 | 0.5 | -5 | 2.9 | · | -14 | -6 | 1.2 | -1.0 | -15 | 7
10 | CSc1nc2ccccc2cc1/C=C(\C#N)c1ccccc1 | -4 | 1.4 | -3 | 1.7 | 1 | 2 | -18 | 1.9 | -2.9 | 2 | 14
11 | COc1ccc(N2CCCn3c2nc2c3c(=O)n(CCN3CCOCC3)c(=O)n2C)cc1 | 0 | 1.0 | -3 | 1.2 | -10 | -10 | 4 | 0.2 | -2.0 | -11 | 12
12 | O=C(NCc1ccc(F)cc1)C1CCN(S(=O)(=O)c2cccc3nonc23)CC1 | -4 | 0.8 | -10 | 1.1 | 6 | -2 | -5 | 0.5 | -0.6 | -1 | 4
13 | CCC(=O)c1ccc(OCC(O)CNCCc2ccc(Cl)cc2)cc1 (stereo not drawn) | 1 | 3.1 | -11 | 0.0 | 10 | 3 | 246 | 0.4 | 10 | 8 | -47
14 | O=C1CC(N2CCC(Cc3ccccc3)CC2)C(=O)N1CCc1ccccc1 (stereo not drawn) | 6 | -0.1 | -6 | -4.2 | 22 | -1 | 3 | -2.4 | 1.1 | -9 | -6
15 | CC(C)(C)OC(=O)C[C@@H]1C/C=C\C[C@H](CC(=O)N(CCO)Cc2ccccc2)C(=O)N2CCC[C@H]2COC1=O | -6 | 2.1 | 1 | 1.1 | -10 | -2 | -8 | 2.5 | -0.8 | 11 | 5
16 | CC1=CSC2=NC(=O)/C(=C/c3cccc(OC(=O)c4ccco4)c3)C(=N)N12 | 1 | 2.9 | 3 | -1.7 | 6 | -6 | -9 | 4.5 | 0.4 | 3 | -2
17 | CC(C)(C)NC(=O)C(c1cccs1)N(Cc1cccs1)C(=O)c1ccc(CN2CCOCC2)o1 (stereo not drawn) | 21 | 0.5 | · | 0.2 | -2 | · | + | 1.4 | · | · | ·
18 | COc1cccc(C(=O)Nc2ccc(C(F)(F)F)n(C)c2=O)c1 | 10 | 1.7 | -1 | 1.1 | 40 | 2 | 84 | 1.1 | 3.9 | -8 | -28
19 | CCOc1ccccc1N1CC(C(=O)N2CCOCC2)CC1=O (stereo not drawn) | 14 | -1.1 | -8 | -0.8 | 26 | -1 | -20 | 2.2 | -0.5 | -16 | 4
20 | O=C(COC(=O)CNC(=O)c1ccccc1F)Nc1cccc(S(=O)(=O)N2CCCCCC2)c1 | -19 | 2.6 | -6 | -0.7 | -22 | -6 | -9 | 3.2 | -1.6 | -8 | 8
21 | C/C(=N/NC(=O)C1CCN(S(=O)(=O)c2ccc(C)cc2)CC1)c1cccc([N+](=O)[O-])c1 | -2 | -0.7 | 1 | 0.7 | 24 | -7 | 4 | 0.6 | -0.7 | 7 | 3
22 | Cc1ccc(C(=O)OCC(=O)NCc2ccco2)cc1C | 2 | 2.0 | 0 | -0.2 | 21 | -6 | 11 | 0.9 | -1.1 | -7 | 6
23 | CCCCC(CC)CNC(=O)Cn1c(=O)[nH]c2ccsc2c1=O (stereo not drawn) | -7 | -0.4 | -10 | 1.8 | -26 | -1 | 13 | 2.6 | -2.4 | 5 | 13
24 | O=C(NCCN1CCOCC1)c1ccccc1Oc1ccccc1 | -2 | 2.7 | -11 | -0.3 | -19 | -5 | 3 | -5.9 | -3.1 | 6 | 18
25 | CN(C)S(=O)(=O)N1CCN(c2ccc([N+](=O)[O-])c(N3CCOCC3)c2)CC1 | 1 | 0.7 | -1 | -0.7 | 4 | -7 | · | -3.1 | -1.1 | 15 | 6
26 | CCCc1cc(C(=O)Nc2cnn(Cc3ccc(F)cc3)c2)no1 | -9 | 3.0 | -15 | -0.6 | 6 | -5 | 6 | 1.5 | 2.5 | -3 | -12
27 | O=C(NN=C1C2CC3CC(C2)CC1C3)c1cc(Cl)ccc1O | -13 | 1.7 | -2 | -0.2 | 4 | -9 | 62 | 1.9 | -1.5 | -29 | 7
28 | CC(C)(C)n1ncc2c(=O)n(CC(=O)NCc3ccco3)cnc21 | 1 | 3.9 | 3 | -1.2 | -1 | 1 | 4 | 2.0 | -2.6 | -15 | 15
29 | O=C(CNC(=O)c1cccc(Cl)c1)NCCCSc1ccccc1 | -4 | 3.9 | -4 | 0.1 | 5 | -6 | -3 | 0.3 | 0.4 | -6 | -2
30 | CCn1c(CCCNC(=O)c2ccc(F)cc2)nc2ccccc21 | 3 | 3.0 | -3 | -0.6 | 52 | -5 | 2 | -2.6 | -1.1 | -3 | 6
31 | Cc1nc2nc(COc3ccccc3)[nH]n2c(=O)c1Cl | 1 | 3.1 | 6 | -0.4 | · | -3 | 6 | 3.6 | 1.1 | 1 | -7
32 | CC(=O)c1ccc(OCc2cc(C(=O)N3CC4C[C@@H]5CC3C[C@H](C4)C5)no2)cc1 | 1 | -0.6 | 2 | 1.9 | 8 | 6 | 2 | 0.6 | -2.3 | -9 | 12
33 | Nc1ccnn1-c1ccccc1 | 5 | 1.6 | 4 | 0.8 | -10 | 7 | -26 | 1.9 | -4.4 | -14 | 20
34 | Cc1nc2ccccc2c2c(N)c3ccccc3n12 | 4 | 4.8 | -2 | 1.5 | 35 | 2 | -24 | -1.4 | 1.2 | -19 | -6
35 | CC(=O)c1ccc(OCC(=O)c2cc(C)n(-c3ccc4c(c3)OCO4)c2C)cc1 | 4 | 2.2 | -17 | 1.6 | -36 | 5 | · | 2.7 | 0.5 | 11 | -2
36 | Cc1ccc(S(=O)(=O)N(CC(=O)NCC2CCCO2)Cc2cccc(C)c2)cc1 (stereo not drawn) | 7 | -5.0 | -5 | -0.1 | 2 | -15 | 50 | 3.5 | -0.4 | 1 | 2
37 | COc1cc(/C=C2\SC(N)=NC2=O)ccc1OCC(=O)Nc1ccc(C)cc1 | -1 | 3.0 | 13 | -1.4 | -5 | -1 | 81 | 1.5 | -0.1 | -38 | 1
38 | CC1(C)Cc2cccc(OCC(=O)Nc3ccccc3C(F)(F)F)c2O1 | 3 | 0.2 | -3 | -1.1 | -8 | -7 | 5 | 3.9 | 9.2 | 2 | -30
39 | O=C(Cn1ccc2ccccc2c1=O)NCC(=O)N1CCN(c2ccc(F)cc2)CC1 | 6 | 1.9 | 8 | -1.1 | 7 | 2 | 62 | 2.7 | -1.0 | -10 | 6
40 | O=C(Oc1nsnc1N1CCOCC1)c1ccccc1 | 2 | 3.4 | -10 | -0.4 | -15 | 0 | -4 | 1.9 | -1.5 | -2 | 9
41 | CNC(=O)c1ccsc1NC(=O)C1CCN(S(=O)(=O)c2ccc(Cl)s2)CC1 | 8 | 4.8 | -4 | -0.8 | 4 | -11 | 5 | -1.3 | 0.2 | 6 | -1
42 | Cc1ccc(-c2ccccc2)n1-c1ccc(C(=O)O)cc1 | -2 | 4.1 | -9 | -0.8 | · | 0 | 5 | 0.4 | -2.9 | -13 | 18
43 | COc1ccc(OCC(=O)OC2CCCN(C)C2)cc1 (stereo not drawn) | -1 | -0.8 | -9 | 1.3 | -3 | -8 | -12 | 2.3 | -0.5 | 7 | 2
44 | FC(F)(F)c1nnc(Nc2ccc(Cl)cc2)s1 | -6 | 7.0 | · | 5.0 | -15 | · | 9 | 6.2 | · | · | ·
45 | CC(C)c1ccc(NC(=S)N(C)CCc2ccccn2)cc1 | -2 | 0.7 | 1 | -1.7 | · | 3 | 14 | 0.6 | -2.4 | 24 | 12
46 | O=C(O)CCN1C(=O)C2C3CC(C2C1=O)C1C(c2ccccc2)c2sc(=O)n(-c4ccccc4)c2SC31 (stereo not drawn) | 8 | 5.0 | 6 | -0.4 | -8 | 1 | -9 | 2.4 | 0.5 | -10 | -3
47 | CCOC(=O)N1CCN(c2ccnc3cc(Cl)ccc23)CC1 | 14 | 1.9 | -11 | -2.2 | 0 | -1 | 88 | 1.0 | -0.5 | -15 | 3
48 | Cc1nnc(NC(=O)c2ccc(S(=O)(=O)N3CCCCC3C)cc2)o1 (stereo not drawn) | 3 | 1.5 | -12 | -2.9 | 6 | -10 | -12 | 0.3 | -2.9 | 6 | 15
49 | CCc1nc2ccccc2n1Cc1cc(=O)n2cc(C)ccc2n1 | -4 | 3.0 | 1 | -0.9 | -10 | -5 | 310 | 2.7 | -1.8 | -6 | 10
50 | O=C(Cc1coc2ccc3ccccc3c12)N1CCN(c2ncccn2)CC1 | 6 | 4.7 | 6 | -1.8 | · | 10 | -9 | -0.2 | 0.1 | 5 | -1
51 | C=CSc1sc(Cl)c(N(CC)CC)c1[N+](=O)[O-] | -1 | 2.2 | · | 2.0 | -5 | · | 28 | 5.4 | · | · | ·
52 | COCc1cc(C)n(CC(=O)Nc2ccccc2OC)c(=O)c1C#N | 2 | 1.4 | 8 | 0.5 | 4 | 6 | -18 | 1.5 | -1.2 | -12 | 7
53 | CCN(CC)C(=O)COc1ccc(-c2ccccc2)cc1 | -14 | 3.3 | 10 | -0.3 | 25 | 1 | -8 | 2.1 | -1.1 | 13 | 7
54 | Cc1ccc2cc3c(N)c4c(C)ccc(C)c4nc3nc2c1 | 4 | 4.3 | -8 | · | · | -12 | · | · | 2.4 | -2 | -17
